Compound activity from PubChem BioAssay.
Mcl1-Bid inh: Mcl-1/Bid binding inhibitors, primary screen, biochemical, TR-FRET, 1536-well. inhibition, % at 21.7 µM. hit rate 0.97% among 220,000. AID 1021, 2008. TR-FRET Mcl-1/Bid-Dy647 peptide binding;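 active means compounds that cut the binding signal by more than half at the single screening dose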;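 further: His-tagged Mcl-1 with europium anti-His antibody binding Bid BH3 peptide; 0% = Mcl-1 plus peptide wells and 100% = peptide-only wells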
Target sequence (Q07820 whole entry, looked up): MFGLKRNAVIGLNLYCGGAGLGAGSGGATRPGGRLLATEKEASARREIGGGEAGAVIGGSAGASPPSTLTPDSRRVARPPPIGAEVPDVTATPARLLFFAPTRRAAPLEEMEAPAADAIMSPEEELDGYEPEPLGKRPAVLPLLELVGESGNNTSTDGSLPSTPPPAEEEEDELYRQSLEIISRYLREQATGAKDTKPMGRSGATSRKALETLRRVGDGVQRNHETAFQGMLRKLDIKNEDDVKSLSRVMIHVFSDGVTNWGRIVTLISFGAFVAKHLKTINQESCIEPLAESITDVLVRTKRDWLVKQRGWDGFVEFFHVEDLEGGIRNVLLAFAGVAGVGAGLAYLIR
Rab7 wt GTP bind: modulators of GTP binding to Rab7, primary screen, biochemical, wildtype, multiplex bead flow cytometry; Rab7 GTPase wild type (dog), Bodipy-FL-GTP binding; GST-Rab7 beads, fluorescent GTP binding; actives lie on both sides; untreated = 100%, excess cold GTP = 0%; GTP binding activity (percent of control), % at 10 µM; hit rate 0.055% among 190,000; AID 758, 2007;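 active means fluorescent GTP binding to Rab7 beads changed by at least 20 points from the 100% baseline, either direction, mostly lower; inconclusive means compound itself probably fluorescent, or too few beads counted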;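 further: median green fluorescence of bound Bodipy-FL-GTP per Rab7 bead population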
Rab2A wt mod: modulators of GTP binding to Rab2A wildtype, primary screen, biochemical, dog, bead-based flow cytometry, multiplex | Ras-related protein Rab-2A (Canis lupus familiaris), P61105 | GST-Rab2 wt beads, Bodipy-GTP binding | GTP binding activity, % at 10 µM | hit rate 0.19% among 190,000 | AID 760, 2007;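 active means GTP binding activity at least 20 points away from 100%, either lowered or raised; inconclusive means signal likely due to the compound's own green fluorescence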;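 further: 0% = beads with excess unlabeled GTP and 100% = no-compound control corrected for plate trend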
Bim-Mcl-1: inhibitors of Bim peptide binding to Mcl-1, primary screen, biochemical, bead-based flow cytometry, multiplex. Induced myeloid leukemia cell differentiation protein Mcl-1 (Homo sapiens), Q07820. Bim peptide-Mcl-1 binding. inhibition, % at 10 µM. hit rate 0.1% among 190,000. AID 1009, 2008; in the data active means inhibition above about 40%;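 further: 0% = no compound tracer wells and 100% = peptide blocker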
Rac1 wt modul: wildtype Rac1 GTP binding modulators, primary screen, biochemical, GST-Rac1 beads, flow cytometry, multiplex | Ras-related C3 botulinum toxin substrate 1 (Homo sapiens), P63000 | fluorescent GTP binding; actives lie on both sides; 0 = cold GTP competed, 100 = untreated | GTP binding activity (% of control), % at 10 µM | hit rate 0.27% among 190,000 | AID 757, 2007;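 active means GTP binding activity at least 20 points away from the 100% control level, either lower or higher; inconclusive means compound flagged as likely green fluorescent, judged across all proteins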
Rac1 act GTP bind: GTP binding modulators of activated mutant Rac1, primary screen, biochemical, bead-based flow cytometry, multiplex, fluorescent GTP; Ras-related C3 botulinum toxin substrate 1 (Homo sapiens), P63000; GST-Rac1 activated beads; actives lie on both sides; 100% means binding = to untreated wells; percent activity (GTP binding), % at 10 µM; hit rate 0.11% among 190,000;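 active means GTP binding at least 20 percentage points away from the 100% baseline, in either direction, so actives lie on both sides; inconclusive means Compound likely fluorescent itself, or too few beads counted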
HRas wt GTP bind: modulators of GTP binding to HRas wildtype, primary screen, biochemical, bead-based flow cytometry, multiplex; GTPase HRas (Homo sapiens), P01112; GST-Ras wt beads, Bodipy-FL-GTP binding; actives lie on both sides; GTP binding activity, % at 10 µM; hit rate 0.14% among 190,000; AID 759, 2007;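 active means GTP binding activity at least 20% away from the 100% baseline, either lowered as inhibitor or raised as activator; inconclusive means flagged as likely green fluorescent, judged across all proteins in the well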;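 further: 0% = unlabeled GTP competition control and 100% = no-compound control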
Target sequence (P01112 whole entry, looked up): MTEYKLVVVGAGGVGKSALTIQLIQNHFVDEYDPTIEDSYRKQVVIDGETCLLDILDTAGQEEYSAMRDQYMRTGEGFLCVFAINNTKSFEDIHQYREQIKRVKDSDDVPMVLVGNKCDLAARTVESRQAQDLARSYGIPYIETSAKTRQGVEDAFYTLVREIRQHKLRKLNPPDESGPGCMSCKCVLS
Mcl1-Noxa inh: Mcl-1/Noxa binding inhibitors, primary screen, biochemical, TR-FRET, 1536-well | Induced myeloid leukemia cell differentiation protein Mcl-1 (Homo sapiens), Q07820 | inhibition, % at 21.7 µM | TR-FRET Mcl-1/Noxa peptide binding, 2 h | hit rate 1.5% among 220,000 | AID 1022, 2008;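 active means compounds that cut the protein-peptide binding signal by more than 50% relative to plate controls in a single-dose test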;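 further: His-tagged Mcl-1 with rhodamine Noxa BH3 peptide and terbium anti-His antibody; 0% = Mcl-1 plus Noxa peptide wells and 100% = peptide-only wells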
Pf gamet viab: late stage P. falciparum gametocyte viability inhibitors, primary screen, ATP luminescence, HTS; hit rate 0.065% among 150,000; inhibition, % at 10.9 µM; P. falciparum stage V gametocytes, 24 h; AID 743093, 2013;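 active means inhibition above the mean plus 3 SD of compounds within the control limits, set per campaign, cut at about 38% in these data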;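 further: 0% = DMSO wells and 100% = medium only without gametocytes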
Cdc42 wt: modulators of GTP binding to wildtype Cdc42, primary screen, biochemical, multiplex bead flow cytometry, Bodipy-GTP; Cell division control protein 42 homolog (Homo sapiens), P60953; GST-Cdc42 beads; actives lie on both sides; percent activity (GTP binding), % at 10 µM; hit rate 0.2% among 190,000; AID 761, 2007;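 active means percent activity GTP binding at least 20 points away from the 100% baseline, either down as inhibitor or up as activator; inconclusive means compound flagged as likely green fluorescent from well-wide comparison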;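 further: median bead fluorescence of bound Bodipy-FL-GTP at 100 nM; 0% = excess unlabeled GTP control and 100% = no compound control; below 100% means less GTP binding so inhibitor and above means activator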
Target sequence (P60953 whole entry, looked up): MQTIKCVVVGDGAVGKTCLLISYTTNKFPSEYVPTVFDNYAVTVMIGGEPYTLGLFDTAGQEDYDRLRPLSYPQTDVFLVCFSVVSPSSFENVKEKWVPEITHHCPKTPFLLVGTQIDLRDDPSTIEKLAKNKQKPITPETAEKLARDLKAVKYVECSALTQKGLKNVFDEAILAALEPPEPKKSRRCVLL
RGS8-Gao: RGS8-Galphao binding modulators, primary screen, biochemical, multiplexed bead flow cytometry; hit rate 0.34% among 220,000; AID 1423, 2008; actives lie on both sides; response (percent of control binding), % at 10 µM; in the data active means response below about 60% or above about 140%; inactive means in between;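 further: Galphao activated as the GDP aluminium fluoride complex binding bead-coupled RGS8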
* = called active by the depositor; ? = inconclusive; / = no result given.

SMILES | Mcl1-Bid inh | Rab7 wt GTP bind | Rab2A wt mod | Bim-Mcl-1 | Rac1 wt modul | Rac1 act GTP bind | HRas wt GTP bind | Mcl1-Noxa inh | Pf gamet viab | Cdc42 wt | RGS8-Gao
O=C(NCC1(c2ccccc2)CCOCC1)c1ccc(Br)o1 | -10 | 96 | 95 | -1 | 103 | 97 | 96 | 15 | 2 | 97 | 98
Cc1ccc(NC(=O)CC2C(=O)N(Cc3ccccc3)C(=S)N2NC(=O)c2cccc(F)c2)c(C)c1 (stereo not given) | 7 | 99 | 97 | -9 | 101 | 96 | 98 | 13 | 6 | 98 | 100
O=C(COC(=O)c1ccco1)NCc1ccco1 | -17 | 100 | 104 | 0 | 110 | 102 | 104 | -9 | / | 108 | 99
Cc1cc(C(=O)NCCc2ccc(S(N)(=O)=O)cc2)no1 | -20 | 104 | 100 | -3 | 99 | 96 | 97 | 15 | 2 | 97 | 102
COc1ccc(/C=N/NC(=O)c2c(C)n(C)c3ccc(OC)cc23)c(OC)c1 | -33 | 100 | 99 | -3 | 102 | 100 | 100 | 5 | 16 | 105 | 95
CC(C)(C)OC(=O)N1CCC(C(=O)N[C@@H](Cc2ccccc2)C(=O)O)CC1 | -5 | 105 | 104 | -4 | 104 | 100 | 104 | -4 | / | 108 | 102
COc1ccc(F)cc1S(=O)(=O)NC1CC(C)(C)NC(C)(C)C1 | -12 | 99 | 103 | 0 | 107 | 104 | 103 | -17 | / | 105 | 102
CCC1Oc2ccccc2N(CC(=O)Nc2ccccc2OC)C1=O (stereo not given) | -26 | 99 | 96 | -2 | 101 | 97 | 100 | 9 | -7 | 101 | 104
CCOC(=O)c1[nH]c(C)c(/C(O)=C2\C(=O)C(=O)N(CCCN(C)C)C2c2ccncc2)c1C (stereo not given) | -50 | 101 | 98 | 0 | 96 | 95 | 98 | 2 | / | 98 | 105
COc1cccc(-c2cc(C(=O)NCCCn3ccnc3)no2)c1 | 4 | 102 | 101 | -4 | 106 | 101 | 101 | -8 | 7 | 104 | 99
Cc1ccc(S(=O)(=O)c2cc(O)ccc2O)cc1C | -39 | 104 | 98 | 2 | 95 | 95 | 98 | 8 | -7 | 96 | 100
CCOC(=O)c1cnn(-c2cc(C(C)(C)C)nc3c(-c4ccccc4)c(C)nn23)c1N | -21 | 94 | 97 | 0 | 99 | 96 | 97 | 3 | / | 99 | 108
O=C1CCCN1c1ccc(S(=O)(=O)Nc2ccc3c(c2)OCCO3)cc1 | -18 | 96 | 97 | 2 | 101 | 98 | 98 | 4 | / | 101 | 101
Cn1ncc(Cl)c1C(=O)N/N=C/c1cc2c(cc1[N+](=O)[O-])OCO2 | -12 | 99 | 97 | -3 | 98 | 97 | 98 | 9 | -7 | 96 | 105
COc1cc(OC)c(NC2=NCCCCC2)cc1Cl | -24 | 97 | 96 | 5 | 92 | 93 | 98 | 3 | -2 | 99 | 100
CCn1c2ccccc2c2cc(NC(=S)N3CCOCC3)ccc21 | -28 | ? | ? | -1 | ? | ? | ? | -10 | -6 | ? | 96
CCN1CCN(CCCN(Cc2ccco2)C(=S)Nc2ccc(Cl)c(C)c2)CC1 | -13 | 92 | 93 | 0 | 98 | 94 | 95 | 2 | -22 | 94 | 97
COc1ccc(NC(=O)c2ccccn2)cc1 | -13 | 99 | 98 | 6 | 98 | 99 | 98 | 11 | / | 98 | 106
CCOC(=O)C1(Cc2ccccc2C)CCCN(C(=O)CCc2cccnc2)C1 (stereo not given) | -8 | 99 | 100 | -4 | 102 | 95 | 98 | 5 | / | 100 | 104
COC(=O)c1nc(-c2ccccc2)n[nH]1 | 1 | 102 | 104 | 0 | 105 | 102 | 104 | -4 | -16 | 107 | 102
CCCCn1c(NC(=O)C2CCCCC2)nc2ccccc21 | -38 | 98 | 107 | -1 | 100 | 104 | 106 | -53 | -12 | 107 | 100
NC1=NC2(CCCCC2)N=C(Nc2ccc(Br)cc2)N1 | 5 | 97 | 97 | -12 | 100 | 98 | 97 | 14 | / | 102 | 109
CCc1cccc(CC)c1NC(=O)C(NS(=O)(=O)c1cccs1)c1ccccc1 (stereo not given) | -13 | 96 | 95 | -3 | 95 | 95 | 96 | 0 | / | 93 | 103
C=CCn1c(SCC(=O)c2ccc(OC)cc2)nnc1C(C)NC(=O)c1cccs1 (stereo not given) | 1 | 99 | 94 | -1 | 95 | 93 | 96 | -2 | 7 | 95 | 102
CC(=O)Nc1ccc(CN2CCN(Cc3ccc(C)cc3)C(CCO)C2)cc1 (stereo not given) | -14 | 103 | 98 | -2 | 96 | 95 | 96 | -2 | 5 | 95 | 98
O=c1[nH]c(=S)[nH]c2[nH]c(=S)[nH]c12 | -39 | 91 | 91 | -4 | 93 | 95 | 92 | 95* | / | 92 | 70
Cc1ccc(C)c(C(=O)CSc2n[nH]c(-c3ccncc3)n2)c1 | 4 | 95 | 97 | -3 | 103 | 97 | 99 | 4 | -27 | 98 | 101
COc1ccc(OC)c(S(=O)(=O)N2CCCC(C)C2)c1 (stereo not given) | -8 | 100 | 101 | / | 101 | 100 | 101 | -10 | 2 | 100 | 116
Cc1ccc(S(=O)(=O)NCCC(=O)NCCN2CCCCCC2)cc1 | 2 | 96 | 98 | -4 | 98 | 98 | 98 | 15 | / | 100 | 105
CC(C)(C)c1ccc(S(=O)(=O)Nc2cccc(C3OCCCO3)c2)cc1 | 2 | 95 | 98 | -2 | 105 | 102 | 98 | 2 | -13 | 97 | 102
CCOC(=O)C1CNc2cc(S(=O)(=O)CC)ccc2O1 (stereo not given) | -27 | 91 | 94 | 0 | 92 | 94 | 92 | 14 | 19 | 95 | 98
CCOc1ccccc1OCCN1CCC(Cc2ccccc2)CC1 | 14 | 93 | 96 | -3 | 105 | 101 | 98 | 16 | / | 101 | 107
CCOC(=O)C1=C(CSc2nc3ccccc3s2)NC(=O)NC1c1cc(C)ccc1C (stereo not given) | -1 | 97 | 100 | -6 | 105 | 102 | 102 | -22 | / | 103 | 100
Cc1nn(-c2ccccc2)c2sc(C(=O)NC3CCCCC3)cc12 | -2 | 99 | 102 | 10 | 107 | 102 | 103 | 2 | / | 106 | 101
CC(=O)Nc1nnc(CCS(=O)(=O)c2ccc(C)c(C)c2)s1 | 3 | 95 | 92 | -1 | 103 | 97 | 99 | 19 | 9 | 96 | 102
CCOC(=O)c1c(NC(=O)Cc2cccs2)sc(C(=O)NC2CCCC2)c1C | 0 | 103 | 101 | -4 | 104 | 101 | 99 | -19 | / | 101 | 104
COc1cccc(S(=O)(=O)NCc2ccc(C(=O)Nc3ccc(C)cc3)cc2)c1 | 3 | 99 | 99 | -3 | 101 | 100 | 100 | -14 | -13 | 100 | 102
COC(=O)C1CCN(CC(=O)Nc2ccccc2Sc2ccccc2)CC1 | -4 | 95 | 95 | 0 | 94 | 93 | 95 | 0 | -5 | 95 | 102
C=CCOc1c(Br)cc(/C=N/n2c(CC)n[nH]c2=S)cc1Br | -66 | 95 | 90 | -5 | 94 | 93 | 97 | 1 | 8 | 94 | 97
CCn1nc(C)cc1C(=O)N1CCCC(C(=O)c2ccc3ccccc3c2)C1 (stereo not given) | 12 | 103 | 99 | 0 | 100 | 95 | 99 | 6 | -9 | 99 | 100
CCOc1ccc(NS(=O)(=O)c2ccc(C(=O)N3CCN(c4ncccn4)CC3)cc2)cc1 | -17 | 103 | 99 | 2 | 98 | 93 | 98 | 13 | 6 | 97 | 103
NS(=O)(=O)c1ccc(NC(=O)c2cc(Cl)ccc2Cl)cc1 | -23 | 101 | 95 | -3 | 97 | 97 | 97 | 15 | 12 | 96 | 102
COc1ccc(CNC(=O)c2ccccc2[N+](=O)[O-])cc1 | -4 | 100 | 103 | 3 | 105 | 101 | 104 | 16 | / | 106 | 99
COc1ccccc1-n1nc(C)cc1N | -40 | 96 | 94 | -1 | 95 | 93 | 95 | 11 | -19 | 95 | 106
Cc1c(C#N)c2ncn(Cc3ccccn3)c(=O)c2n1-c1ccccc1 | 4 | 100 | 100 | 1 | 99 | 97 | 100 | 9 | 8 | 99 | 107
CCCn1nc(CC(=O)O)c2ccccc2c1=O | -30 | 103 | 100 | 3 | 108 | 100 | 102 | 7 | / | 103 | 94
O=C(NCCCN1CCOCC1)C(Sc1ccccc1)c1ccccc1 (stereo not given) | 2 | 96 | 97 | 0 | 100 | 98 | 99 | 4 | / | 100 | 101
COc1cccc(NC(=O)CN2C(=O)COc3ccc(Cl)cc32)c1 | 4 | 103 | 103 | 0 | 105 | 99 | 103 | 1 | / | 102 | 101
Cc1cc2cc(CCNC(=O)c3cccs3)c(=O)[nH]c2cc1C | 5 | 97 | 100 | -6 | 104 | 99 | 100 | -6 | / | 103 | 100
CCOC(=O)CSc1nc(-c2ccccn2)ncc1OC | 9 | 96 | 97 | 3 | 98 | 97 | 95 | -12 | -2 | 96 | 91
CCCn1c(=S)[nH]c2ccc(C(F)(F)F)cc21 | -19 | 107 | 97 | -4 | 95 | 94 | 96 | 30 | -23 | 95 | 95
COc1ccc(CCNC(=O)C/C(C)=N/NC(=O)c2ccc(N)cc2)cc1OC | -29 | 99 | 98 | 4 | 99 | 97 | 98 | -8 | 24 | 99 | 103
O=[N+]([O-])c1cccc(Cl)c1CSc1ccccn1 | 12 | 99 | 99 | 1 | 97 | 97 | 99 | 25 | 21 | 96 | 101
CCOC(=O)C1=C(C)NC(=O)CC1c1cc(OC)c(OC)cc1Br (stereo not given) | -22 | 95 | 100 | 1 | 103 | 95 | 98 | 8 | 2 | 100 | 98
